Bioassay records from PubChem.
Pf Dd2 inh = blocks growth of Plasmodium falciparum Dd2 parasites. actives 2.3% (n = 94,000). P. falciparum Dd2 growth, SYBR Green, 72 h; active compounds read low. activity change, % at 10 µM; in the data active = activity change below about -80%; inconclusive = no clear call, values can overlap the other calls
C diff growth = inhibitors of Clostridium difficile growth; Clostridium difficile clinical isolate growth, OD600, 24 h; active compounds read low; growth activity, negative = inhibition, % at 16 µg/mL (by protocol); actives 0.25% (n = 86,000); AID 1259249;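 active = mean growth activity at or below -80% and every replicate also at or below -80%; inconclusive = mean at or below -80% but some replicate above -80%; inactive = mean growth activity above -80%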;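 also: 0% = DMSO wells and -100% = levofloxacin 16 µg/mL wells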
KDM4C inh = KDM4C (human) demethylase inhibition; AID 720574; actives 0.15% (n = 96,000); inhibition, % at 12.5 µM; GST-KDM4C 2-372, H3K9me3 peptide, LANCE TR-FRET;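 active = mean replicate inhibition above about 25%, with at least 55% of replicates also reaching it, limit read from the data, passing the limit was not always enough; inconclusive = only one of those two conditions met; inactive = neither condition met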
Target sequence (Q9H3R0 2-372 limits assumed): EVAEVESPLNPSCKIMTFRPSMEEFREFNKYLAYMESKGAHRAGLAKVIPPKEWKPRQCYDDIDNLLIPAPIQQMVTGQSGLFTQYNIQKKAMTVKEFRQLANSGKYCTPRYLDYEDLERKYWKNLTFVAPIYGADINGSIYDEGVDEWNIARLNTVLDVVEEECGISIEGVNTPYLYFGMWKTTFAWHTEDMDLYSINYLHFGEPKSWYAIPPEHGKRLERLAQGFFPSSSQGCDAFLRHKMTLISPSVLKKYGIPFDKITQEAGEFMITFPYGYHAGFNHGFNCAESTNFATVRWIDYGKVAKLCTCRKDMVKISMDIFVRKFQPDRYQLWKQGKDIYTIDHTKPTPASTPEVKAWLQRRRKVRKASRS
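Assay system: GST-GASC-1 enzyme fragment 2-372 | Amount: 10 nM enzyme | Medium: HEPES buffer, pH 7.5, plus ascorbate | Reagent: H3K9me3 peptide substrate, Fe(II), 2-oxoglutarate | Doses: Single-point compound screen | Incubation: 30 min demethylation and 1 h detection at room temperature | Measured by: LANCE TR-FRET, excitation 340 nm, emissions 618 and 671 nm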
Tcruzi prolif = blocks T. cruzi growth in NIH3T3 culture; T. cruzi beta-gal in NIH3T3, GalScreen luminescence, 90 h; inhibition, % at 8.34 µM; actives 5.9% (n = 77,000); AID 624255;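 active = mean inhibition above about 93%, with at least 55% of replicates each passing it, limit read from the data, passing the limit was not always enough; inconclusive = only one of those two conditions holds; inactive = neither condition holds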
* hit, by the source's call; u = inconclusive; x = no result given; & = joins results of further samples.

Value order – Pf Dd2 inh	C diff growth	KDM4C inh	Tcruzi prolif
1. Cc1noc(C)c1NC(=O)Nc1ccc2c(c1)C(=O)N(C)[C@@H]1CC[C@H](CC(=O)N(C)C)O[C@@H]1CO2
    18	-2	3.5	26
2. CCNC(=O)[C@H]1[C@H](CO)[C@H]2Cn3c(cccc3=O)[C@H]2N1C(=O)CC1CC1
    6	-3	2.6	-14
3. O=C(C[C@H]1C[C@H]2c3cc(NC(=O)c4ccc5c(c4)OCO5)ccc3O[C@H]2[C@@H](CO)O1)NC1CCCCC1
    26	x	1.3	-16
4. COc1ccc(S(=O)(=O)N2CCCCN3[C@H](CO)[C@H](c4ccc(C#CCC(C)C)cc4)[C@@H]3C2)cc1
    -18	9	-1.4	u
5. Cc1noc(C)c1S(=O)(=O)Nc1ccc2c(c1)CC(=O)N([C@H](C)CO)C[C@@H](C)[C@H](CN(C)S(=O)(=O)c1ccc(Cl)cc1)O2
    12	7	-1.2	42
6. Cc1ccccc1S(=O)(=O)NCC[C@@H]1CC[C@H](NC(=O)Nc2cccc(F)c2)[C@@H](CO)O1
    -5	-10	-2.0	-101
7. COc1ccc(NC(=O)Nc2ccc3c(c2)C(=O)N([C@H](C)CO)C[C@@H](C)[C@@H](CN(C)S(=O)(=O)c2ccc(Cl)cc2)OCCCC[C@H](C)O3)cc1
    -79	-1	-1.0	72
8. CC(C)OC(=O)N(C)C[C@@H]1OCc2cn(nn2)CCCC(=O)N([C@@H](C)CO)C[C@@H]1C
    -7	x	1.1	3
9. Cn1cnc(S(=O)(=O)N2CCCCN3[C@H](CO)[C@H](c4ccc(-c5ccccc5)cc4)[C@H]3C2)c1
    17	-12	-0.5	u
10. Cc1noc(C)c1S(=O)(=O)N(C)C[C@@H]1OCc2cn(nn2)CCCC(=O)N([C@@H](C)CO)C[C@H]1C
    -3	x	x	-12
11. O=C(c1cccnc1)N1C[C@@H]2[C@H](c3ccccc31)[C@@H](CO)N2C(=O)Nc1ccccc1F
    2	-1	2.2	6
12. O=C(C[C@@H]1C[C@@H]2c3cc(NC(=O)Cc4ccncc4)ccc3O[C@@H]2[C@H](CO)O1)NCCc1ccccc1
    -5	x	-1.5	-21
13. COc1ccc(S(=O)(=O)N(C)C[C@@H]2Oc3ccc(NC(=O)Nc4ccc(F)cc4)cc3C(=O)N([C@@H](C)CO)C[C@H]2C)cc1
    -5	x	2.2	14
14. O=C(Cc1ccccc1)N1CC[C@@H]2[C@H]1c1cc(-c3cccc(F)c3)ccc1N[C@@H]2CO
    -27	4	0.8	90
15. COc1ccc(S(=O)(=O)N(C)C[C@H]2Oc3ccc(NC(=O)NC4CCCCC4)cc3C(=O)N([C@H](C)CO)C[C@H]2C)cc1
    25	-3	-0.2	80
16. CO[C@@H](CN(C)C(=O)c1ccc2c(c1)OCO2)[C@H](C)CN([C@H](C)CO)S(=O)(=O)c1ccccc1
    7	x	0.3	6
17. COCCNC(=O)C[C@@H]1CC[C@H](NC(=O)NC2CCCCC2)[C@H](CO)O1
    13	4	4.0	-18
18. C[C@H](NC(=O)[C@H]1[C@H](CO)[C@H]2Cn3c(ccc(-c4ccncc4)c3=O)[C@H]2N1C)c1ccccc1
    x	4	2.2	9
19. CCCc1cn(CC[C@@H]2CC[C@@H](NC(=O)C3CCC3)[C@@H](CO)O2)nn1
    -11	1	-0.8	x
20. Cc1noc(C)c1NC(=O)N(C)C[C@H]1Oc2ncc(/C=C/c3ccccc3)cc2C(=O)N([C@@H](C)CO)C[C@H]1C
    -69	-5	-2.6	x
21. CC(C)NC(=O)Nc1ccc2c(c1)C(=O)N([C@H](C)CO)C[C@@H](C)[C@@H](CN(C)Cc1ccccc1)OCCCC[C@H](C)O2
    -15	2	0.8	-7
22. CC(C)NC(=O)N[C@H]1CC[C@@H](CCNC(=O)C2CCOCC2)O[C@@H]1CO
    21	x	-2.6	-24
23. CC(C)NC(=O)N(C)C[C@H]1Oc2ccc(NC(=O)CCN3CCOCC3)cc2C(=O)N([C@@H](C)CO)C[C@@H]1C
    12	-4	2.1	-21
24. C/C=C/c1ccc([C@H]2[C@@H](CO)N(C(C)=O)[C@H]2CN(C(=O)COC)C(C)C)cc1
    24	-5	0.1	x
25. C[C@H](CO)N1C[C@H](C)[C@@H](CN(C)C(=O)c2ccccc2F)Oc2cc(C#CCN(C)C)ccc2S1(=O)=O
    -34	-3	2.2	81
26. C[C@H](CO)N1C[C@H](C)[C@H](CN(C)S(=O)(=O)c2ccccc2F)Oc2ncc(C#Cc3ccncc3)cc2C1=O
    11	11	-1.2	27
27. COCC(=O)N(C)C[C@@H]1Oc2cc(Br)ccc2S(=O)(=O)N([C@@H](C)CO)C[C@H]1C
    17	3	1.4	-59
28. O=C(NCC1CC1)[C@H]1[C@H](CO)[C@H]2Cn3c(cccc3=O)[C@H]2N1Cc1cncnc1
    x	1	0.2	-37
29. O=C(C[C@@H]1CC[C@H]2[C@@H](COC[C@@H](O)CN2Cc2cc(F)cc(F)c2)O1)NC1CCCC1
    -16	21&0	0.1	-17
30. Cn1cnc(S(=O)(=O)N2CCCCN3[C@H](C2)[C@H](c2ccc(C#CC4CCCC4)cc2)[C@@H]3CO)c1
    -17	-5	-1.2	32
31. C[C@H]1CCCCO[C@H](CN(C)C(=O)NC2CCCCC2)[C@@H](C)CN([C@@H](C)CO)C(=O)c2cc(NC(=O)Nc3ccc4c(c3)OCO4)ccc2O1
    -6	-2	0.0	27
32. COCC(=O)N1CCCCN2[C@@H](CO)[C@H](c3ccc(C#Cc4ccc(OC)cc4)cc3)[C@@H]2C1
    14	-18	-1.0	80
33. CN(C)CC(=O)Nc1ccc2c(c1)[C@H]1C[C@H](CC(=O)NCc3cccnc3)O[C@H](CO)[C@H]1O2
    14	-3	0.6	28
34. Cc1cccc(S(=O)(=O)N[C@H]2CC[C@H](CCNC(=O)c3cnccn3)O[C@H]2CO)c1
    13	x	4.2	32
35. C[C@H](CO)N1C[C@H](C)[C@H](CN(C)C(=O)Nc2ccccc2)Oc2ccc(N(C)C)cc2CC1=O
    11	-1	5.0	32
36. COCC(=O)N1CC2(C1)CN(Cc1ccccc1Cl)[C@@H](CO)c1[nH]c3cc(OC)ccc3c12
    -37	-1	-0.9	x
37. C[C@H]1CN([C@@H](C)CO)C(=O)c2cc(NC(=O)Nc3ccc(F)cc3)ccc2O[C@@H]1CN(C)CC1CC1
    u	-6	-0.8	x
38. N#C[C@@H]1[C@@H](c2ccc(C#CC3CC3)cc2)[C@H](CO)N1C(=O)c1cccc(F)c1
    -55	9	0.7	97*
39. CN1[C@@H]2c3ccc(-c4ccccc4)c(=O)n3C[C@H]1[C@H](CO)[C@H]2C(=O)NC1CCCCC1
    3	0	-0.1	25
40. COc1ccc2c3c(n(C)c2c1)[C@@H](CO)N(C(C)=O)CC31CN(Cc2nccs2)C1
    -66	5	0.4	x
41. O=C(Nc1ccccc1)N1C[C@@H]2[C@H](c3ccccc31)[C@@H](CO)N2Cc1ccc(F)cc1
    -10	14	0.5	54
42. C[C@@H]1CCCCO[C@@H](CN(C)Cc2ccncc2)[C@@H](C)CN([C@@H](C)CO)C(=O)c2cc(NS(C)(=O)=O)ccc2O1
    34	2	2.2	53
43. C[C@@H]1CCCCO[C@H](CN(C)C(=O)Nc2ccc(C(F)(F)F)cc2)[C@H](C)CN([C@@H](C)CO)C(=O)c2cc(NS(=O)(=O)c3ccc(Cl)cc3)ccc2O1
    -50	8	-1.7	94
44. C[C@H]1CN([C@@H](C)CO)C(=O)c2cccc(NC(=O)Nc3ccc(F)cc3)c2O[C@H]1CN(C)S(=O)(=O)c1ccccc1
    5	8	-2.2	13
45. COc1ccc(NC(=O)N(C)C[C@@H]2Oc3ccc(NC(=O)C4CCCCC4)cc3CC(=O)N([C@H](C)CO)C[C@@H]2C)cc1
    17	2	-1.1	1
46. C[C@H]1CN([C@@H](C)CO)C(=O)c2cccc(NC(=O)c3cnccn3)c2O[C@H]1CN(C)C(=O)Nc1ccc(C(F)(F)F)cc1
    -30	0	0.6	12
47. COCC#Cc1cnc2c(c1)C(=O)N([C@@H](C)CO)C[C@H](C)[C@@H](CN(C)Cc1ccccc1)O2
    -34	0	x	-32
48. COc1ccc2c3c(n(C)c2c1)[C@@H](CO)N(C(=O)CN1CCOCC1)CC31CN(C(C)=O)C1
    45	6	-0.5	x
49. CO[C@H]1CN(C)C(=O)c2ccc(NC(C)=O)cc2OC[C@H](C)N(Cc2ccccn2)C[C@H]1C
    14	x	2.0	-17
50. O=S(=O)(c1ccc(F)cc1)N1CCCCN2[C@H](C1)[C@@H](c1ccc(-c3ccccc3)cc1)[C@@H]2CO
    10	6	1.3	103*

51) Cc1ccc(S(=O)(=O)Nc2ccc3c(c2)C(=O)N(C)[C@@H]2CC[C@H](CC(=O)O)O[C@@H]2CO3)cc1
52) C[C@@H]1CCCCO[C@H](CN(C)C(=O)Nc2cccc3ccccc23)[C@H](C)CN([C@H](C)CO)C(=O)c2cc(NS(=O)(=O)c3cccs3)ccc2O1
53) C[C@@H]1CCCCO[C@H](CN(C)Cc2ccc(C(F)(F)F)cc2)[C@@H](C)CN([C@@H](C)CO)C(=O)c2cc(NS(=O)(=O)c3ccc(Cl)cc3)ccc2O1
54) COc1cccc(NC(=O)N2CC(=O)N3[C@@H](CO)[C@H](c4ccc(Br)cc4)[C@@H]3C2)c1
55) CO[C@@H]1CN(C)C(=O)c2ccc(NC(=O)C3CC3)cc2OC[C@H](C)N(C(=O)Cc2ccccn2)C[C@H]1C
56) CCCN1[C@H](C(=O)N(C)C)[C@@H](CO)[C@@H]2Cn3c(ccc(-c4ccccc4)c3=O)[C@@H]21
57) CO[C@H]1CC[C@H]2CCN(C)C(=O)C[C@@H](c3ccccc3)CN(C)C(=O)c3cccc(C#N)c3OC[C@@H]1O2
58) C[C@@H]1CN([C@@H](C)CO)C(=O)c2cc(NC(=O)Nc3ccc(C(F)(F)F)cc3)ccc2O[C@@H](C)CCCCO[C@@H]1CN(C)S(=O)(=O)c1cn(C)cn1
assay / entry	51	52	53	54	55	56	57	58
Pf Dd2 inh	8	-79	-48	-46	10	10	x	-52
C diff growth	-12	13	35	0	x	-3	-3	2
KDM4C inh	-2.3	-1.2	1.0	0.5	1.4	3.4	0.1	1.5
Tcruzi prolif	7	115*	90	x	8	x	-38	-12

Single records, from the list above.
C[C@@H]1CCCCO[C@H](CN(C)Cc2ccc(C(F)(F)F)cc2)[C@@H](C)CN([C@@H](C)CO)C(=O)c2cc(NS(=O)(=O)c3ccc(Cl)cc3)ccc2O1 across the screens: Pf Dd2 inh = -48; C diff growth = 35; KDM4C inh = 1.0; Tcruzi prolif = 90
Cc1ccc(S(=O)(=O)Nc2ccc3c(c2)C(=O)N(C)[C@@H]2CC[C@H](CC(=O)O)O[C@@H]2CO3)cc1 across the screens: Pf Dd2 inh = 8; C diff growth = -12; KDM4C inh = -2.3; Tcruzi prolif = 7

(further entries)
59) COc1cccc(-c2ccc3c(c2)[C@@H]2[C@@H](CCN2C(=O)NC2CCCC2)[C@H](CO)N3C)c1
60) O=C(Nc1ccc2c(c1)OCO2)N[C@H]1CC[C@H](CCNC(=O)C2CCCCC2)O[C@@H]1CO
61) CO[C@H]1CN(C)C(=O)c2ccc(NC(=O)Nc3cc(F)ccc3F)cc2OC[C@@H](C)N(C(=O)c2ccccn2)C[C@H]1C
62) O=C(C[C@@H]1CC[C@H]2[C@@H](COC[C@@H](O)CN2C(=O)Nc2ccc(Cl)cc2)O1)NCC1CC1
63) C[C@H](CO)N1C[C@H](C)[C@H](CN(C)S(=O)(=O)c2cccs2)Oc2ccc(NC(=O)Nc3cccc4ccccc34)cc2CC1=O
64) COc1ccccc1S(=O)(=O)N[C@H]1CC[C@H](CC(=O)N2CCOCC2)O[C@@H]1CO
65) Cc1ccc(S(=O)(=O)N[C@H]2CC[C@H](CC(=O)O)O[C@H]2CO)cc1
66) Cc1ccc(S(=O)(=O)Nc2ccc3c(c2)C(=O)N([C@@H](C)CO)C[C@@H](C)[C@H](CN(C)S(=O)(=O)c2ccc(Cl)cc2)O3)cc1
67) C/C=C/c1ccc([C@@H]2[C@@H](CO)N3CCCCN(S(=O)(=O)c4ccc(OC)cc4)C[C@@H]23)cc1
68) COc1ccc2c3c([nH]c2c1)[C@H](CO)N(C(=O)c1cccnc1)CC31CCN(Cc2ccccc2)CC1
69) COc1ccc(S(=O)(=O)N[C@H]2CC[C@H](CC(=O)N3CCC(Cc4ccccc4)CC3)O[C@H]2CO)cc1
assay / entry	59	60	61	62	63	64	65	66	67	68	69
Pf Dd2 inh	-63	-15	-56	10	-29	-2	21	-15	-27	-53	-21
C diff growth	-5	-3	x	11	6	0	x	-6	-7	4	2
KDM4C inh	-2.4	-1.6	7.9	-1.6	5.3	-0.2	-0.5	0.4	-0.4	-1.6	-0.4
Tcruzi prolif	81	x	x	-24	63	12	27	x	76	x	66
